LDHA inh = qHTS assay for inhibitors of human lactate dehydrogenase; purified LDHA, NADH/diaphorase-resazurin fluorescence; active compounds read low; activity change, % (values are at about 110 or 230 µM); 480,000 compounds, 0.15% hits; L-lactate dehydrogenase A chain (Homo sapiens), P00338; AID 1347041, 2019; in the data active = activity change below about -30%; inconclusive = mostly about -25% to -30%;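 note: plate controls were DMSO wells for no effect and wells without enzyme for full effect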
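LDH5 2 nM; NADH 0.06 mM, pyruvate 0.2 mM; 200 mM Tris pH 7.4, EDTA, Tween-20; 5 min RT. Detection: diaphorase 0.133 mg/mL + resazurin 37 µM, fluorescence ex540/em590 at 0 and 20 min; normalized to enzyme-free and DMSO wells.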
Vif-APOBEC3G blk = qHTS for Inhibitors of Vif-A3G Interactions: qHTS; DNA dC->dU-editing enzyme APOBEC-3G (Homo sapiens), Q9HC16; Potency, µM (doses to about 46.1 µM), without a hit: at the top dose activity, negative = active, actives largely listed as inhibitors; 410,000 compounds, 0.076% hits; HeLa A3G-eYFP + Vif (tagged APOBEC3G with the HIV-1 protein that degrades it), YFP fluorescence, overnight;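 note: potency is the fitted concentration of half-maximal effect; % is set by controls: 0 for no effect and ±100 for the full control effect; nearly all actives have a fitted effect of over 60% in size; hits raise eYFP signal because A3G escapes Vif-driven loss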
Target sequence (Q9HC16 whole entry, looked up): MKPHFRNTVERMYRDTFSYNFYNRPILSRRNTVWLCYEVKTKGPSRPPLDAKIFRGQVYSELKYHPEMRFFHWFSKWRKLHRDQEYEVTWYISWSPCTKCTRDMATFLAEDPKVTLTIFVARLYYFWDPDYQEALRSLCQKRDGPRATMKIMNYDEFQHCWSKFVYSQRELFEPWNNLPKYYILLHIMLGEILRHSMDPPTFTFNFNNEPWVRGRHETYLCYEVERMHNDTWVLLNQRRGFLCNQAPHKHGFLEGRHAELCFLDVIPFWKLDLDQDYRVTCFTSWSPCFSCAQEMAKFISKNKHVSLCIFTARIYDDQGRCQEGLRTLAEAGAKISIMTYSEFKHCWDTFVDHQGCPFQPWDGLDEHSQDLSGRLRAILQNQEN
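HeLa cells stably expressing Vif and C-terminally eYFP-tagged A3G, seeded overnight at 37 deg C, then exposed to compound by pintool overnight at 37 deg C. Rise in yellow fluorescence (Ex 488/Em 500-530, Acumen) marks blocked Vif-driven A3G degradation.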
D1 antag = Antagonist of Human D 1 Dopamine Receptor: qHTS; activity change, negative = inhibition, % at 10 µM; HEK293 TREx D1 cells, calcium flux, dopamine EC80; active compounds read low; AID 504652, 2011; 360,000 compounds, 3.2% hits; D(1A) dopamine receptor (Homo sapiens), P21728; in the data active = activity change below about -30%; note: % is set by controls: 0 for no effect and ±100 for the full control effect
Target sequence (P21728 whole entry, looked up): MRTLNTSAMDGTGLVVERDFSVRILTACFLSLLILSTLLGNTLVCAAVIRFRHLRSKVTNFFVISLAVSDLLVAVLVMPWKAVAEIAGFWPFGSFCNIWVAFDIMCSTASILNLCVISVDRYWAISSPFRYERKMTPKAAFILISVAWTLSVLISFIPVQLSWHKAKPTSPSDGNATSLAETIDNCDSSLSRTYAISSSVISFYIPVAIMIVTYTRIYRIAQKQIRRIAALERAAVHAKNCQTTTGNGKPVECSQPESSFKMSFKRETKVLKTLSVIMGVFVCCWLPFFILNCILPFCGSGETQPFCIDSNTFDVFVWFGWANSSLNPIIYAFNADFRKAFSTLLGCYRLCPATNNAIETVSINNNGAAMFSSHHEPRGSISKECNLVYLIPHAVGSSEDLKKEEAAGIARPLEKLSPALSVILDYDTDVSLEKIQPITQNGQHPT
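Tetracycline-induced HEK293 T-REx cells with force-coupled D1 receptor were loaded with a no-wash calcium dye. Compound was added after a 10 s baseline and read kinetically for 180 s; EC80 dopamine was then added and calcium flux followed another 180 s.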
GRP78 ERSR act = qHTS for Inducers of the Endoplasmic Reticulum Stress Response (ERSR) in Human Glioma: qHTS; U87-MG GRP78 promoter luciferase reporter, 16 h; AID 602332, 2012; Potency, µM, for the others: top-dose activation, hits mostly activators; 420,000 compounds, 0.02% hits; note: potency is the fitted concentration of half-maximal effect; series mostly up to about 76 µM; % of control where 0% means no effect; nearly all actives have a fitted effect of over 35% in size
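ERSR induction read as luciferase luminescence (Bright-Glo, 10 min at room temperature) in stably transfected human U87-MG glioma cells exposed to compounds for 16 h, using GRP78 as sensor.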
D2 potentiator = HTS Assay for Positive Allosteric Modulators of the Human D2 Dopamine Receptor: Primary Screen for Potentiators. D(2) dopamine receptor (Homo sapiens), P14416. HEK293 T-REx D2, calcium flux, EC20 dopamine potentiation. potentiation, % at 10 µM. 340,000 compounds, 0.34% hits. AID 485347, 2010;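 active = potentiation over 3 SD above the plate norm, cut at about 30% in these data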; note: 0% is about no effect
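Cells plated with tetracycline inducer and held overnight at 30 C; calcium dye loaded 30–90 min at room temperature; baseline taken, compound added and read 180 s; EC20 dopamine then added and read 180 s.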
D1 potentiator = Potentiators of Human D1 Dopamine Receptor: qHTS; HEK293 TREx D1 cells, calcium flux, dopamine EC20 potentiation; 360,000 compounds, 0.036% hits; D(1A) dopamine receptor (Homo sapiens), P21728; AID 504651, 2011; potentiation, % at 10 µM; in the data active = potentiation above about 30%; note: 0% is about no effect
Vif-APOBEC3F blk = qHTS for Inhibitors of Vif-A3F Interactions: qHTS; HeLa A3F-eYFP + Vif (tagged APOBEC3F with the HIV-1 protein that degrades it), YFP fluorescence increase; Potency, µM (titrated, usually from 46.1 µM), for the others: top-dose activity, negative = active; 390,000 compounds, 0.2% hits; note: potency is the fitted concentration of half-maximal effect; % of control where 0% means no effect; nearly all actives have a fitted effect of over 65% in size
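HeLa cells stably expressing A3F-eYFP plus Vif, plated and incubated overnight at 37 deg C, then exposed to compounds overnight at 37 deg C. Blocked degradation read as raised yellow fluorescence (Ex 488/Em 500-530).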
RXFP1 agonist = qHTS Assay for Agonists of the Relaxin Receptor RXFP1 | Relaxin receptor 1 (Homo sapiens), Q9HBX9 | HEK293T-RXFP1 cAMP TR-FRET, 30 min; response scale: percent of porcine relaxin response, buffer zero | Potency, µM (series often up to 57.5 µM), for the others: top-dose activation, hits mostly activators | 370,000 compounds, 0.3% hits; note: potency is the fitted concentration of half-maximal effect; % is set by controls: 0 for no effect and ±100 for the full control effect; nearly all actives have a fitted effect of over 60% in size; many of its hits are not listed in these tables
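Agonist response is measured as cAMP accumulation in an RXFP1-transfected HEK293T line under PDE4 inhibition. Values are scaled between buffer-only and 29 nM porcine relaxin, and EC50s come from standard Hill equation fits.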
D1 ag = Allosteric Agonists of the Human D1 Dopamine Receptor: qHTS | 360,000 compounds, 1% hits | HEK293 T-REx D1 cells, calcium flux, agonist mode | activation, % at 2 µM | D(1A) dopamine receptor (Homo sapiens), P21728; in the data active = activation above about 30%; note: 0% is about no effect
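Agonism was scored from calcium flux recorded over 180 s (1 read/s) after pintool compound addition, following a 10-cycle baseline. Cells were inducible force-coupled HEK293 TREx D1, plated overnight at 30 C and loaded with no-wash calcium dye.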
Active calls of the source: *; ? = inconclusive; · = not tested or not shown; & = joins results of further samples; ! = a repeat was not active. Unless noted, calls come from the whole dose curve; as a rule, active = well fitted curve in the direction sought with a large enough effect; inconclusive = small, poorly fitted or top-dose-only effect, or another doubt; inactive = no such curve, though single readings can be large; an effect the other way counts as inactive or inconclusive.

SMILES	LDHA inh	Vif-APOBEC3G blk	D1 antag	GRP78 ERSR act	D2 potentiator	D1 potentiator	Vif-APOBEC3F blk	RXFP1 agonist	D1 ag
Cc1cnc(C(=O)OCC(=O)N(CC(C)C)C2CCS(=O)(=O)C2)cn1 (stereo not drawn)	-6.3	1.9%	·	-3.9%	·	·	-8.6%	·	·
CC1CCCC(NC(=O)CCNC(=O)c2ccccc2Cl)C1C (stereo not drawn)	0.1	1.2%	-9.3	-1.9%	-3.9	-1.0	-4.7%	0.4%	5.5
CCOc1ccc(CNc2ncc(-c3ccccc3)n2C)cc1	-17.4	-0.2%	0.6	-0.6%	-6.4	-5.7	9.8%	-1.3%	0.9
CC(=O)Nc1sc2c(c1C(c1ccncc1)N1CCOCC1)CCCC2 (stereo not drawn)	-8.0	0.2%	-10.9	-3.4%	10.1	-1.9	9.8%	-3.2%	2.0
CC(=O)Nc1nc2cc3c(cc2s1)OCCO3	7.9	1.8%	3.3	-9.5%	11.7	-0.3	-2.8%	1.5%	1.4
Cc1ccc(N/C=C/C(=O)c2ccccc2)cc1C	-7.1	-9.4%	4.1	-11.1%	-13.4	-1.0	-2.4%	2.5%	1.9
Cc1ccc(CNC(=O)c2ccc(N3CCC4(CC3)CC(c3cccc(Br)c3)=NO4)c(NC(=O)c3ccco3)c2)cc1	-4.6	3.3%	13.4	-5.3%	5.3	-2.5	-2.5%	0.0%	2.2
COc1ccc(C(=O)NCc2nnc(SCC(=O)N3CCOCC3)o2)cc1OC	-1.1	3.5%	-3.6	-2.2%	4.3	-1.6	0.6%	0.8%	1.2
Cc1cc(S(=O)(=O)N2CCC3(CC2)OCCN3S(=O)(=O)c2cccs2)ccc1F	-3.0	1.5%	-9.8	2.3%	2.5	3.2	6.4%	0.8%	4.2
COc1ccc(NC(=O)Cc2ccc(C)c(C)c2)cc1S(=O)(=O)N1CCCCC1	3.8	4.5%	·	-5.7%	·	·	11.3%	·	·
Cn1cccc1/C=N\NC(=O)Cc1ccc(Br)c2ccccc12	-7.6	0.1%	5.6	-1.2%	·	-1.2	0.8%	0.3%	4.5
O=C1/C(=C/c2ccc([N+](=O)[O-])cc2)CCc2ccccc21	·	·	-11.7	·	-9.1	-1.6	·	2.3%	1.8
CCOc1ccc(C(=O)NCC(=O)OCc2ccc(F)cc2Cl)cc1	-5.6	0.0%	10.5	-3.8%	·	-2.5	-0.1%	0.8%	1.0
CC1(C)CC(=O)C(C(C2=C(O)CC(C)(C)CC2=O)c2ccco2)C(=O)C1 (stereo not drawn)	7.3	0.0%	12.8	-2.3%	·	1.5	-25.3%	-0.7%	2.6
COc1cccc(NC(=O)COC(=O)C2CCCCC2)c1	-5.0	0.1%	·	1.6%	·	·	8.3%	·	·

One compound at a time, from the list above. Order of values: LDHA inh, Vif-APOBEC3G blk, D1 antag, GRP78 ERSR act, D2 potentiator, D1 potentiator, Vif-APOBEC3F blk, RXFP1 agonist, D1 ag
CC1CCCC(NC(=O)CCNC(=O)c2ccccc2Cl)C1C (stereo not drawn) reads 0.1, 1.2%, -9.3, -1.9%, -3.9, -1.0, -4.7%, 0.4%, 5.5
CC1(C)CC(=O)C(C(C2=C(O)CC(C)(C)CC2=O)c2ccco2)C(=O)C1 (stereo not drawn) reads 7.3, 0.0%, 12.8, -2.3%, ·, 1.5, -25.3%, -0.7%, 2.6
O=C1/C(=C/c2ccc([N+](=O)[O-])cc2)CCc2ccccc21 reads ·, ·, -11.7, ·, -9.1, -1.6, ·, 2.3%, 1.8
Cc1cnc(C(=O)OCC(=O)N(CC(C)C)C2CCS(=O)(=O)C2)cn1 (stereo not drawn) reads -6.3, 1.9%, ·, -3.9%, ·, ·, -8.6%, ·, ·

(list continues)
SMILES	LDHA inh	Vif-APOBEC3G blk	D1 antag	GRP78 ERSR act	D2 potentiator	D1 potentiator	Vif-APOBEC3F blk	RXFP1 agonist	D1 ag
Cc1ccc(C(=O)c2nc(C(=O)NCCO)nc3ccccc23)cc1	0.1	-0.3%	-0.5	-0.5%	4.4	-1.2	0.3%	0.3%	2.1
CCOc1ccc(CCNC(=O)C2CC(=O)N(CCc3ccccc3)C2)cc1OCC (stereo not drawn)	0.7	-0.3%	-2.1	-1.1%	-1.0	-11.9	-10.5%	-0.2%	1.0
COc1cccc(-c2nnc(-c3ccccc3NC(=O)c3ccc(F)cc3F)o2)c1	-0.5	0.9%	-12.4	-4.5%	1.3	-4.7	-6.3%	-2.3%	-0.8
CCC(C)NC(=O)C1CCN(S(=O)(=O)CC)CC1 (stereo not drawn)	-2.5	2.0%	-12.8	-2.9%	-5.8	2.4	-4.2%	2.5%	1.2
Cc1cccc(NC(=O)CNC(=O)CNC(=O)Cc2ccccc2)c1	-8.0	2.5%	3.5	-0.4%	-1.7	0.7	6.6%	-0.3%	3.2
O=C(Nc1ccc2nc(SCCOc3ccccc3Cl)sc2c1)c1ccc2c(c1)OCO2	4.5	2.7%	-5.9	-1.6%	2.6	-1.9	0.2%	-4.6%	3.6
COc1cc(Br)cc2cc(C(=O)N3CCN(c4ccccn4)CC3)c(=O)oc12	-12.2	1.4%	-19.3	-0.9%	6.0	-3.0	-12.5%	0.4%	3.0
CCOc1ccccc1NC(=O)C(c1ccccc1)N1CCN(C(=O)c2ccco2)CC1 (stereo not drawn)	-2.4	0.6%	-6.7	-3.3%	4.8	1.2	2.4%	0.0%	3.7
Cc1ccc(N2C(=O)N(C(C)C)C(C)(C)CC2(C)O)cc1 (stereo not drawn)	-7.4	2.0%	-27.7	3.5%	2.4	-6.7	9.6%	-1.8%	-0.1
CN1C[C@@H]2[C@@H]3C(=O)N(C)C(=O)[C@@H]3[C@](C)(C1=O)N2C(=O)c1ccc(Br)cc1	-4.2	5.0%	·	-1.3%	·	·	4.7%	·	·
O=[N+]([O-])c1ccc(N2CCN(Cc3ccccc3)CC2)nc1	1.6	0.2%	-2.4	1.4%	2.4	-1.8	2.7%	1.4%	11.6
Cc1ccc(Oc2nc3c(C)cccn3c(=O)c2/C=C(\C#N)C(N)=O)cc1	1.1	-0.4%	-3.3	-2.9%	2.7	-2.8	-9.4%	2.1%	1.2
O=C(Nc1cc(N2CCOCC2)ncn1)NC1(C(F)(F)F)Oc2ccc(Cl)cc2O1 (stereo not drawn)	·	·	-7.1	·	0.7	0.6	·	2.6%	2.3
O=C(COc1ccc(S(=O)(=O)N2CCCCC2)cc1Cl)N1CCOCC1	-6.1	0.0%	-10.7	-6.2%	-4.3	4.7	10.9%	-0.5%	2.7
CC(C)C[C@@H](C(=O)NC1CC1)N1C(=O)N2CCc3c([nH]c4ccccc34)[C@@]2(C)C1=O	4.1	-1.3%	-7.3	-4.2%	5.3	1.5	0.5%	0.6%	2.5
C=CCSc1nc2sc(C)c(C)c2c(=O)n1CC=C	-1.8	1.6%	3.8	-5.2%	0.9	-2.5	5.2%	-0.5%	2.3
Cc1ccc(OC(C)C(=O)Nc2ccc(S(=O)(=O)Nc3nccs3)cc2)cc1 (stereo not drawn)	-0.2	0.0%	-6.2	-2.6%	23.4	-2.8	3.5%	-0.1%	3.3
N#Cc1ccccc1S(=O)(=O)N1CCN(c2cnccn2)CC1	-1.1	0.7%	3.1	-2.8%	·	-7.5	21.4%	2.8%	4.8
CCCCOc1ccc(CSC(=N)N)cc1[N+](=O)[O-]	-3.0	?	25.1	-3.6%	-2.7	0.2	-23.2%	-0.5%	11.2
Clc1ccc2c(c1)C(c1cccs1)=NNC(c1cccnc1)=N2	-13.4	-1.3%	34.9	-2.8%	-9.7	-5.2	8.3%	1.2%	5.2
Cc1ccc(S(=O)(=O)Nc2cccc(Cl)c2)cc1NC(=O)C1CC1	-3.1	-3.9%	·	-2.5%	·	·	-3.9%	·	·
Nc1nc(N2C(=O)C3CC=CCC3C2=O)nn1-c1ccccc1 (stereo not drawn)	-4.2	-0.4%	21.1	5.6%	11.3	4.4	-4.7%	1.8%	-3.3
CC1CC(NC(=O)c2ncn[nH]2)CC(C)(C)C1 (stereo not drawn)	-13.3	0.4%	0.4	-2.3%	-6.0	-5.7	-0.4%	0.8%	1.5
S=C(Nc1ccccn1)c1ccccn1	-1.5&1.1	?	-5.8&-28.6	-5.6%	-4.9&-6.7	-7.4&-3.7	1.3%	-0.1%&1.9%	1.3&0.4
O=C(Nc1ccccc1)NC1(C(=O)N2CCN(c3ncccn3)CC2)CCCCC1	-5.3	1.0%	9.4	-3.3%	-13.6	-9.1	-4.2%	1.0%	4.7
COc1ccc(NC(=O)c2c(NC(=O)c3cccc(C)c3)sc3c2CCCC3)cc1	-4.3	2.6%	3.6	-3.4%	17.6	-2.5	1.4%	-2.7%	4.2
COc1ccc(N2CC(NC(=O)c3cc4ccccc4o3)CC2=O)cc1OC (stereo not drawn)	-0.4	-0.8%	·	-1.9%	12.6	-2.2	0.7%	0.8%	-1.0
O=S(=O)(NCc1ccccc1)c1ccc(-c2cnc(C3CC3)o2)cc1	-5.4&2.8&1.1	-17.8%&-15.3%	-38.4*!	-4.6%&3.1%	2.2&9.3	-4.6&0.1	-8.6%&-9.5%	-0.2%&1.1%	9.1&5.1
CCC(C)c1ccc(OCC(=O)Nc2ccc(CN3CCOCC3)cc2)cc1 (stereo not drawn)	4.6	-0.2%	-7.2	-3.1%	13.6	-4.8	6.2%	0.8%	26.2
CC(C)CN(CC(C)C)C(=O)c1cccc(S(=O)(=O)N2CCc3ccccc32)c1	-2.3	-3.6%	-1.3	-7.0%	1.0	-0.8	2.6%	-0.9%	-3.1

The list is partial; the hit share may differ from the screen's.
